High-throughput results deposited in PubChem BioAssay by several laboratories.
Mtb UGM inh = blocks M. tuberculosis UGM enzyme; inhibition, % at 10 µM; P9WIQ1; actives 0.06% (n = 320,000); purified UGM, fluorescence polarization probe displacement; AID 504406; in the data active means inhibition above about 10%, passing the limit was not always enough; inconclusive means no clear call, values can overlap the other calls
GDH-TPI counter = inhibits GDH-TPI coupling enzymes, artifact for Mtb FBA screen; inhibition, % at 4.8 µM; actives 1.2% (n = 360,000); GDH-TPI coupled enzyme counterscreen, NADH absorbance; in the data active means inhibition above about 30%;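 further: 0% = DMSO wells and 100% = wells lacking the enzyme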
BioA inh = blocks M. tuberculosis BioA enzyme activity; purified M. tuberculosis BioA enzyme, plate reader; inhibition, % at 9.99 µM; actives 0.096% (n = 360,000); AID 602481; in the data active means inhibition above about 40%; inconclusive means no clear call, values can overlap the other calls
PfHsp40 rescue = rescue of PfHsp40-mediated yeast toxicity | S. cerevisiae expressing PfHsp40, growth rescue, ATP luminescence | growth rescue, % at 12.5 µM | actives 0.68% (n = 340,000); in the data active means growth rescue above about 28%, passing the limit was not always enough; inconclusive means no clear call, values can overlap the other calls;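 further: yeast W303a lacking pdr1 and pdr3 grown in galactose medium; growth measured after three days at 30 °C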
FadD28 binding = M. tuberculosis FadD28 bisubstrate binding inhibition. inhibition, % at 12.5 µM. FadD28 bisubstrate probe binding, fluorescence polarization. AID 588549. actives 0.22% (n = 360,000); in the data active means inhibition above about 8.5%, passing the limit was not always enough; inconclusive means no clear call, values can overlap the other calls
Mtb FBA inh = Mtb fructose-bisphosphate aldolase inhibition; inhibition, % at 1 µM; actives 2.3% (n = 360,000); P9WQA3; purified M. tuberculosis FBA, fluorescence read-out; in the data active means inhibition above about 27%;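 further: 0% = vehicle and 100% = reference inhibitor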
BoNT-A LC inh2 = blocks Botulinum neurotoxin A light chain protease; multiplex microsphere protease substrate cleavage, flow cytometry; inhibition, % at 10 µM; actives 0.17% (n = 360,000); AID 588499; further: plate controls were buffer without enzyme for full effect and enzyme alone for no effect
BoNT F protease = blocks Botulinum neurotoxin F light chain protease. Multiplex microsphere protease cleavage assay, flow cytometry. inhibition, % at 10 µM. actives 0.22% (n = 360,000); in the data active means inhibition above about 35%, passing the limit was not always enough; inconclusive means no clear call, values can overlap the other calls; further: plate controls were buffer without enzyme for full effect and enzyme alone for no effect
Anthrax LF prot = blocks Bacillus anthracis lethal factor protease. inhibition, % at 10 µM. multiplex microsphere protease cleavage assay, LF. actives 0.12% (n = 360,000). P15917; further: plate controls were buffer without enzyme for full effect and enzyme alone for no effect
Target sequence (P15917 whole entry, looked up): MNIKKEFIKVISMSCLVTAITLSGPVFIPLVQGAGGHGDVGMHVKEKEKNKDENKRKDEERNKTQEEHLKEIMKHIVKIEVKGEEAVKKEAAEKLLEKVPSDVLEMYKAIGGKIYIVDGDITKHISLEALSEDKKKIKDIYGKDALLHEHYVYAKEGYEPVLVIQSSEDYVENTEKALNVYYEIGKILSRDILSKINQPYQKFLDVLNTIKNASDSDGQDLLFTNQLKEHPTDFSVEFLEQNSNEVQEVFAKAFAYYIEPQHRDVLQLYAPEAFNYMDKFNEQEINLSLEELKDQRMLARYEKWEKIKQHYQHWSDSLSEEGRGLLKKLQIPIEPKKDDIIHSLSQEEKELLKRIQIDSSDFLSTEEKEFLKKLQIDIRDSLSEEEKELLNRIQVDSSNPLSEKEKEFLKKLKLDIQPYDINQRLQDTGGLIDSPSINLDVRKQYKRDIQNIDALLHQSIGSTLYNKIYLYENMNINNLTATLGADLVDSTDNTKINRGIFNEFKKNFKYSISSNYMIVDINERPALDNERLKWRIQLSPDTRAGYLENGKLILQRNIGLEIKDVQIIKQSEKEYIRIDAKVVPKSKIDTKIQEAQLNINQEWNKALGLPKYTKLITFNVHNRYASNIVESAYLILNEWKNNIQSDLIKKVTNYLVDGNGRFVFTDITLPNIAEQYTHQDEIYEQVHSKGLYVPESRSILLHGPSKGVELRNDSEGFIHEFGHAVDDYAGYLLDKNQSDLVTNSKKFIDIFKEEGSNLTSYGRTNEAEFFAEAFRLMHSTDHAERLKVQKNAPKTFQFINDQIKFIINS
Numbers without * were called inactive; ? = inconclusive; · = no result given. Unless noted, no stated cut-off is given here; in the data, active means inhibition above about 30%; inconclusive means no clear call, values can overlap the other calls; inactive means below that.

nr	SMILES	BoNT-A LC inh2	Anthrax LF prot	FadD28 binding	Mtb UGM inh	GDH-TPI counter	BoNT F protease	BioA inh	PfHsp40 rescue	Mtb FBA inh
1	COc1ccc(OC)c(C(=O)CSc2nnc(-c3cccs3)o2)c1	0.7	-1	-3.3	0.4	-2	-6	·	0.2	-3
2	COc1ccc(CSCCN)cc1Cl	-0.4	4	0.0	2.6	10	12	-0.3	-0.4	4
3	COc1ccc(S(=O)(=O)N(C)CC(=O)N2CCC(C)CC2)cc1Cl	-0.6	0	-2.7	0.6	0	-7	0.6	-1.1	2
4	C=CCn1c(NCc2ccc(OC)cc2O)nc2ccccc21	-4.1	-2	-3.5	0.8	6	?	2.1	0.0	0
5	O=C(COC(=O)COc1ccccc1F)Nc1cccc(S(=O)(=O)N2CCCCC2)c1	1.4	-2	1.7	-1.8	4	2	-0.7	-0.1	0
6	O=C(CCNC(=O)c1ccc(Br)cc1)Nc1ccccc1N1CCCCC1	·	·	-4.3	-0.2	-5	·	0.6	6.2	0
7	CC(C)Oc1ccc(/C(O)=C2/C(=O)C(=O)N(Cc3cccnc3)C2c2ccco2)cc1 (stereo unspecified)	-1.2	2	2.8	1.1	17	-48	2.6	-0.2	9
8	CC(C)(C)N1CC(C(=O)Nc2cccc(Cl)c2Cl)CC1=O (stereo unspecified)	0.8	-2	-2.0	0.9	2	?	-0.4	0.4	18
9	O[C@@H]1CN(Cc2ccc(-n3cccn3)cc2)CC[C@H]1N1CCN(c2ccccc2F)CC1	0.7	-6	-4.0	1.7	-1	?	-0.1	-0.9	0
10	O=C(COC(=O)/C=C/c1ccc(S(=O)(=O)N2CCOCC2)cc1)Nc1ccccc1F	-0.3	-4	-2.0	-2.2	-1	-3	-0.8	-0.1	-1
11	CN(C)c1ccc(CNC(=O)/C=C/[C@H]2O[C@@H](n3ccc(=O)[nH]c3=O)[C@H](O)[C@@H]2O)cc1	-0.1	-4	-2.8	·	·	1	-0.1	·	1
12	COCCCn1c(CCC(=O)O)ccc1-c1cccs1	0.2	-3	-0.1	-1.0	3	-5	2.1	-1.1	34*
13	O=C(CSc1nc(CCC2CCCC2)nc2ccccc12)NCc1ccc2c(c1)OCO2	0.7	1	-4.6	-0.3	-1	0	-1.4	-0.6	-1
14	CN1CCN(c2nc3ccccc3c(=O)n2-c2ccccc2)CC1	0.0	0	0.7	-0.9	8	-11	0.0	-1.8	-1
15	Cc1ccc(-c2noc(CCC(=O)Nc3cccc(C(=O)NC4CC4)c3)n2)cc1	-0.4	-5	-3.0	·	3	-7	0.7	·	0
16	O=C(NCc1ccccc1)[C@@H]1CSC2c3ccccc3C(=O)N21 (stereo partly specified)	-0.3	-3	0.2	0.4	10	-9	·	0.4	1
17	COc1ccc(C(=O)CC(=O)c2ccc(OC)cc2)cc1	-1.9	-7	-0.9	-0.6	8	?	-1.3	0.5	1
18	Cc1ccc(-n2nnnc2SCC(=O)N2CCCCC2)cc1	0.5	-9	-3.0	1.8	-5	-1	3.1	-0.4	2
19	Cn1c(=O)c2c(nc(CN3CCN(c4ccccc4)CC3)n2Cc2c(F)cccc2Cl)n(C)c1=O	?	-2	-0.5	-0.4	8	-2	-1.8	-0.7	-4
20	CCOC(=O)c1ccc(COC(=O)CCc2nc(-c3ccccc3)c(-c3ccccc3)o2)cc1	0.6	-3	-0.8	-0.4	13	-4	-0.1	-0.4	0
21	Cc1c(C(=O)Nc2cccc(Cl)c2)c2ccccn2c1CCc1ccncc1	-0.7	-1	-1.9	·	23	-15	·	0.3	26
22	CCC(=O)Nc1cc2nn(-c3ccccc3)nc2cc1Cl	0.8	-2	-1.7	-0.5	-13	4	-0.9	1.1	6
23	COCCNC(=O)C1(C)CCCN(Cc2ccc(Oc3ccccc3)cc2)C1 (stereo unspecified)	0.0	-5	-1.7	·	2	-5	-1.8	·	0
24	C=CCn1c(SCC(=O)N(C)C)nc2cc(C(=O)O)ccc2c1=O	-0.4	-5	0.0	0.4	-1	-4	·	-1.5	1

Entries of single compounds from above. Order of values: BoNT-A LC inh2 | Anthrax LF prot | FadD28 binding | Mtb UGM inh | GDH-TPI counter | BoNT F protease | BioA inh | PfHsp40 rescue | Mtb FBA inh
Cc1ccc(-n2nnnc2SCC(=O)N2CCCCC2)cc1 across the screens: 0.5 | -9 | -3.0 | 1.8 | -5 | -1 | 3.1 | -0.4 | 2
Cc1c(C(=O)Nc2cccc(Cl)c2)c2ccccn2c1CCc1ccncc1 across the screens: -0.7 | -1 | -1.9 | · | 23 | -15 | · | 0.3 | 26
O=C(NCc1ccccc1)[C@@H]1CSC2c3ccccc3C(=O)N21 (stereo partly specified) across the screens: -0.3 | -3 | 0.2 | 0.4 | 10 | -9 | · | 0.4 | 1
C=CCn1c(NCc2ccc(OC)cc2O)nc2ccccc21 across the screens: -4.1 | -2 | -3.5 | 0.8 | 6 | ? | 2.1 | 0.0 | 0
COc1ccc(OC)c(C(=O)CSc2nnc(-c3cccs3)o2)c1 across the screens: 0.7 | -1 | -3.3 | 0.4 | -2 | -6 | · | 0.2 | -3

(next part)
nr	SMILES	BoNT-A LC inh2	Anthrax LF prot	FadD28 binding	Mtb UGM inh	GDH-TPI counter	BoNT F protease	BioA inh	PfHsp40 rescue	Mtb FBA inh
25	CCn1c2ccccc2c2cc(NC(=O)C(=O)NCC3CCCO3)ccc21 (stereo unspecified)	-1.1	1	-0.7	1.8	11	-10	·	0.6	3
26	CCOC(=O)C1=C(CC)Nc2ccccc2N=C1NC(=O)c1cccc(S(=O)(=O)N2CCCC2)c1	0.3	-3	-0.1	0.1	3	15	0.1	-0.4	-3
27	CCCCOc1ccc(NC(=O)CN2CCN(Cc3ccccc3)CC2)cc1	1.6	0	-1.5	0.6	7	4	0.9	-0.5	-1
28	CCc1ccc(CN(C)C(=O)CCc2nc3ccccc3n(-c3ccc(OC)cc3)c2=O)cc1	0.1	4	-1.4	1.4	7	-4	·	0.0	3
29	CCCN1Cc2cccc(C(=O)Nc3cc(OC)cc(OC)c3)c2C1=O	1.0	-8	-1.9	-2.7	2	2	-4.1	0.3	2
30	CCOC(=O)C1=CN(CC)CCC1=O	0.0	-4	0.2	·	3	-4	-1.6	-0.7	2
31	COc1ccc(OC)c(S(=O)(=O)N2CCC(C(=O)NCc3ccccc3)CC2)c1	-2.0	6	-0.1	-1.2	-8	-7	0.8	-0.9	5
32	C=CCn1c(Cc2cccs2)nnc1SCC(=O)Nc1ccc(OC)cc1	0.3	-2	-1.3	0.8	8	0	-2.3	-1.2	1
33	Cc1cccc(S(=O)(=O)NC(=O)C2(C)CCN2C(=O)Cc2cc(F)ccc2F)c1 (stereo unspecified)	-0.6	-2	-3.0	·	4	3	0.1	·	-1
34	O=C(C1CCCCC1)N(Cc1nc2sc3c(c2c(=O)[nH]1)CCCC3)Cc1cccs1	-0.8	2	-1.6	1.2	0	?	-0.4	1.7	1
35	CCN(CC)CCC(=O)c1ccc(F)cc1	0.2	3	-5.7	-1.8	-9	6	·	-0.3	-4
36	CCOC(=O)CCCNC(=O)COC(=O)/C=C/c1ccc2c(c1)OCO2	-0.9	-4	-4.1	0.9	10	-6	·	-1.5	10
37	O=C(C1CC(=O)N(C2CCCCC2)C1)N1CCc2ccccc21 (stereo unspecified)	1.1	0	-0.2	-0.1	2	0	·	61*	0
38	COc1ccc(OC)c(-c2csc(NC(=O)c3ccc(F)cc3)n2)c1	·	·	-0.9	-2.8	10	·	-0.6	3.0	2
39	CC(C)(OC(=O)c1ccc(F)cc1)c1cc2ccccc2c(=O)o1	-0.5	3	-13	-0.5	-10	-3	0.5	-1.4	0
40	O=C(c1cccc(S(=O)(=O)N2CCc3ccccc32)c1)N1CCc2ccccc2C1	0.1	2	·	-0.2	0	-3	-0.5	2.1	0
41	COc1ccccc1C(=O)N1N=C(c2ccc(NS(C)(=O)=O)cc2)CC1c1cccs1 (stereo unspecified)	0.7	1	-1.9	2.2	21	-10	0.1	-1.0	4
42	COc1ccc(OC)c2[nH]c(C(=O)N/N=C/c3ccccc3O)cc12	5.8	12	3.8	0.7	24	?	-0.2	-1.0	3
43	Cc1ccccc1Nc1nc(N)nc(C)c1Br	0.4	4	-5.0	·	3	2	-0.7	2.6	0
44	O=C1CCc2cc(S(=O)(=O)NC(C(=O)N3CCN(c4ccccn4)CC3)c3ccccc3)ccc2N1 (stereo unspecified)	0.2	7	-1.1	2.0	1	4	·	2.0	3
45	CCOc1ccc2[nH]c(=O)c(CN(CCO)C(=O)c3ccccc3F)cc2c1	0.9	-2	-0.2	-0.1	13	-2	-2.2	0.2	15
46	O=[N+]([O-])c1ccc(N2CCN(S(=O)(=O)c3ccccc3[N+](=O)[O-])CC2)cc1NCc1cccnc1	0.2	-1	-10	5.3	-1	-7	·	0.1	-9
47	O=C(c1ccccc1)C(CCC(CN1CCOCC1)C(=O)c1ccccc1)CN1CCOCC1 (stereo unspecified)	0.1	-1	-0.3	-0.2	0	-2	1.9	0.4	-2
48	CC(C)NC(=O)C1(C)CCN1Cc1ccc(-c2ccccc2)cc1 (stereo unspecified)	0.1	1	-1.8	·	11	3	0.8	·	-4

An excerpt of these results, with values under each structure.
Each structure is followed by: BoNT-A LC inh2, Anthrax LF prot, FadD28 binding, Mtb UGM inh, GDH-TPI counter, BoNT F protease, BioA inh, PfHsp40 rescue, Mtb FBA inh
#25 CCn1c2ccccc2c2cc(NC(=O)C(=O)NCC3CCCO3)ccc21 (stereo unspecified)
 : -1.1, 1, -0.7, 1.8, 11, -10, ·, 0.6, 3
#41 COc1ccccc1C(=O)N1N=C(c2ccc(NS(C)(=O)=O)cc2)CC1c1cccs1 (stereo unspecified)
 : 0.7, 1, -1.9, 2.2, 21, -10, 0.1, -1.0, 4

(further entries)
nr	SMILES	BoNT-A LC inh2	Anthrax LF prot	FadD28 binding	Mtb UGM inh	GDH-TPI counter	BoNT F protease	BioA inh	PfHsp40 rescue	Mtb FBA inh
49	Cc1cc(C)n(-c2ccc(C(=O)OCC(=O)Nc3ccc([N+](=O)[O-])cc3)cc2)n1	0.8	1	-1.3	-0.1	3	1	-2.2	2.5	3
50	CCOC(=O)c1c(NC(=O)c2ccno2)c2cc([N+](=O)[O-])ccc2n1C	0.2	-2	-1.1	-0.6	7	-2	·	0.5	1
51	CC(OC(=O)CN1C(=O)C2C3C=CC(C4CC34)C2C1=O)C(=O)c1ccccc1 (stereo unspecified)	?	13	-2.2	-0.1	1	?	-0.1	-1.0	-2
52	CCOc1ccccc1NC(=O)CCC(=O)Nc1ccc2nc(N3CCN(C)CC3)cc(C)c2c1	0.0	-2	-2.9	-0.8	7	-3	·	-2.2	31*
53	O=C(CSc1nc2ccccc2c(=O)n1-c1ccc(OC(F)F)cc1)NC1CC1	0.1	-2	-0.7	-0.4	-4	5	-0.2	-1.0	-1
54	c1ccc(CN=C2NN=C(c3ccccc3)CS2)cc1	0.4	-3	-0.4	1.6	6	-4	·	-1.3	1
55	CC(C)CN1CCN(Cc2cccn2-c2ccc(Cl)cn2)CC1CCO (stereo unspecified)	-0.4	-4	-0.7	0.9	6	-4	·	-1.0	2
56	CC(=O)Nc1ccc(S(=O)(=O)N2CCN(Cc3cccnc3)CC2)cc1	-0.2	-2	-0.1	1.7	7	7	3.8	-1.1	0
57	Cc1nc2ccccc2c(=O)n1NC(=O)c1ccc(Cl)cc1	0.5	-9	·	-3.2	3	-22	-2.6	-0.7	-2
58	CCOC(=O)COc1ccc(C(=O)CC)cc1OC	0.2	1	-1.2	-1.8	1	0	1.3	-1.0	-4
59	O=C(COc1ccc(Cl)cc1)N(Cc1cccs1)C1CCS(=O)(=O)C1 (stereo unspecified)	-0.3	-8	-1.4	-1.6	-7	-10	1.3	0.1	2
60	O=C(O)CSc1nnnn1C1CCCCC1	-1.0	-4	-2.2	1.7	-4	3	·	-1.1	-1
61	CCCCCc1nc2c(C#N)c(-c3ccc(Cl)cc3)ccn2n1	0.7	0	-0.5	0.7	9	-1	1.3	-0.4	-6
62	CC(C)c1nnc(NC(=O)CCN2C(=O)c3ccccc3C2=O)s1	-0.4	-1	-2.5	-0.9	-7	1	-1.3	0.7	1

An unsorted share of the library, and some 4.7% of all compounds hit somewhere here.
